High-throughput results (PubChem BioAssay)
Kir21 inh: inhibitors of mouse Kir2.1 inward-rectifier potassium channel. AID 1672, 2009. B-score at 10 µM. Inward rectifier potassium channel 2 (Mus musculus), P35561. 310,000 tested, 0.85% active. HEK293-Kir2.1, FluxOR thallium flux fluorescence; stronger effect = lower value;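 active = fluorescence ratio B-score at or below minus 3 SD of library scores, with starting-brightness B-score within 2 SD, cut at about -4.2 in these data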;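 note: channel flux triggered by added potassium and thallium sulfate stimulus; B-score of peak minus minimum fluorescence over baseline after thallium stimulus; more negative B-score means stronger Kir2.1 block with less thallium influx; some compounds called inactive have numbers as strong as hits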
Target sequence (P35561 whole entry, looked up): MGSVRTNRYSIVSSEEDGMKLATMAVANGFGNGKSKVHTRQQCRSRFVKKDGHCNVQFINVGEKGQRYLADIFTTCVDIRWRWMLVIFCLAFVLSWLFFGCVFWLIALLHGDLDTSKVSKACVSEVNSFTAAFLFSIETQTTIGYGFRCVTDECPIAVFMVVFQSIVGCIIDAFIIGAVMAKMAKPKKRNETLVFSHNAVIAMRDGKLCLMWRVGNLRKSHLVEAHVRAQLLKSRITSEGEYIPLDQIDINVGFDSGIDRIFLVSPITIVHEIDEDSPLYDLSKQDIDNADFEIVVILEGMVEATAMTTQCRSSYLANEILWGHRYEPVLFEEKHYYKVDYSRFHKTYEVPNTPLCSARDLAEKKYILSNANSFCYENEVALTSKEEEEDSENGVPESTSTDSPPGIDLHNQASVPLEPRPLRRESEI
CHT block: inhibitors of human choline transporter CHT; CHT-expressing cells, membrane potential dye, choline response; stronger effect = lower value; B-score at 10 µM; 310,000 tested, 0.86% active;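 active = B-score over 3 SD under the library average, and starting fluorescence ratio not unusually high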;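 note: choline stimulus applied at its EC90 after an EC20 pre-addition; B-score computed on integrated fluorescence ratio after choline addition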
Target sequence (Q9GZV3 whole entry, looked up): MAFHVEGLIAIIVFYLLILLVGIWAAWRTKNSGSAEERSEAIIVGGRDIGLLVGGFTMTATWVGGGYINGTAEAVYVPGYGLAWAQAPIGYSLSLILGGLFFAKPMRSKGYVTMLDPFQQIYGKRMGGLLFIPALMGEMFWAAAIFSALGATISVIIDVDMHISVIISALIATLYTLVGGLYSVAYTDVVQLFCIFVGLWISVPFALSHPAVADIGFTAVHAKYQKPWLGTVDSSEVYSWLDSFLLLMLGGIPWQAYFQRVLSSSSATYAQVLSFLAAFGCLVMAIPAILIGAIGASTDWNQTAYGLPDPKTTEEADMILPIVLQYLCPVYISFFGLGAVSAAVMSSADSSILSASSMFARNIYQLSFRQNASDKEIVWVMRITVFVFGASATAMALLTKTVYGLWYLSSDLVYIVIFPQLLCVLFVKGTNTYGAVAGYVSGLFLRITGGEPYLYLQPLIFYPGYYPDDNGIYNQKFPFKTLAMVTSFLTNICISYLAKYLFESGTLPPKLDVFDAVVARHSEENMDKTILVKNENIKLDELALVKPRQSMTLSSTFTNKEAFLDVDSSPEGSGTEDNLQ
* hit, by the source's call.

Results for Cc1nc(N2CCN(c3ccccn3)CC2)c2c(C)c(C(=O)Nc3ccc(Br)cc3C)sc2n1 ?
Kir21 inh: -0.89; CHT block: inactive

How did COC(=O)C1C(=O)C(C(=O)/C=C/c2ccccc2)C(=O)CC1(C)C (stereo not given) do in these assays?
Kir21 inh: 1.4; CHT block: inactive

Results for O=C(Nc1cccc(-c2ccc(N3CCOCC3)nn2)c1)c1ccccc1 ?
Kir21 inh: 0.5; CHT block: inactive

What do the screens show for `O=C(CNC(=O)c1cccc(Cl)c1)NCCCSc1ccccc1`?
Kir21 inh: -0.69; CHT block: inactive

What do the screens show for `CC(C)N1CCC(N2CCN(Cc3nc4ccccc4s3)CC2CCO)CC1` (stereo not given)?
Kir21 inh: 0.68; CHT block: inactive

Results for CCOCCN1CCN(C2c3ccccc3CSc3ccccc32)CC1 (stereo not given) ?
Kir21 inh: -1.1; CHT block: inactive

How did CC1(C)CC(=O)C(C=NCc2ccc3c(c2)OCO3)=C(O)C1 do in these assays?
Kir21 inh: 1.1; CHT block: inactive

Results for O=C1c2ccccc2S(=O)(=O)N1Cc1cc(=O)n2ccsc2n1 ?
Kir21 inh: 1.6; CHT block: inactive

Results for CCCC(=O)Nc1ccc(NC(=O)c2ccccn2)cn1 ?
Kir21 inh: -0.37; CHT block: inactive

Results for CCOC(=O)N1CCC(NC(=O)CCc2ccccc2)CC1 ?
Kir21 inh: 1.3; CHT block: inactive

Results for Clc1nc(NCc2ccco2)nc(N2CCCCC2)n1 ?
Kir21 inh: -0.27; CHT block: inactive

Results for O=[N+]([O-])c1ccccc1Oc1cnc2ccccc2n1 ?
Kir21 inh: 1.4; CHT block: inactive

What do the screens show for `CCOC(=O)N(Cc1ccccc1)Cc1ccc(C(=O)N[C@@H](Cc2ccccc2)C(=O)O)cc1`?
Kir21 inh: -1.3; CHT block: inactive

What do the screens show for `COc1ccccc1OCC(=O)NCCSCc1cccc(Cl)c1`?
Kir21 inh: -0.86; CHT block: inactive

Results for CC(CCc1ccccc1)NC(=S)NC(=O)c1ccco1 (stereo not given) ?
Kir21 inh: 0.27; CHT block: inactive

Results for c1cnc(N2CCN(c3nc4ccccc4n4cnnc34)CC2)nc1 ?
Kir21 inh: -0.12; CHT block: inactive

Results for Cc1cccc(Oc2cc(NC(=O)Cn3cnc([N+](=O)[O-])n3)cc([N+](=O)[O-])c2)c1 ?
CHT block: inactive

How did COc1ccc(CCNC(=O)CCNS(=O)(=O)c2cc(Br)cnc2N)cc1OC do in these assays?
Kir21 inh: 1.2; CHT block: inactive

What do the screens show for `Cc1oc2cc([N+](=O)[O-])c(O)c([N+](=O)[O-])c2c1C(=O)c1ccc(Br)cc1`?
Kir21 inh: 1.4; CHT block: -6.6*

Results for O=C(COc1ccccc1Br)Nc1ccc2c(c1)OCCCO2 ?
Kir21 inh: 1.3; CHT block: inactive

How did CCOc1ccc(C(C)NC(=O)c2ccccc2OCc2c(C)noc2C)cc1OCC (stereo not given) do in these assays?
Kir21 inh: -1.5; CHT block: inactive

Results for COC(=O)C1=C(C)N(C)C(=S)N(C)C1c1cccc(Br)c1 (stereo not given) ?
Kir21 inh: -5*; CHT block: inactive

What do the screens show for `COc1cc(NC(=O)Nc2ccc(C)cc2)cc([N+](=O)[O-])c1`?
Kir21 inh: -1.1; CHT block: inactive

How did Cc1ccc(CNC(=O)CCC(=O)Nc2nnc(C3CCCCC3)s2)cc1 do in these assays?
Kir21 inh: -0.21; CHT block: inactive

Results for COc1ccc(-c2nn(CC(=O)N3CCCCC3)c(=O)c3ccccc23)cc1 ?
Kir21 inh: 1.1; CHT block: inactive

What do the screens show for `COc1ccc(C(=O)NCC(=O)OCc2ccc(F)cc2Cl)cc1OC`?
Kir21 inh: 2; CHT block: inactive

How did CC(=O)c1cccc(NC(=O)CN2C(=O)COc3ccc(Cl)cc32)c1 do in these assays?
Kir21 inh: 0.38; CHT block: inactive

What do the screens show for `CC(Oc1ccc(Cl)cc1Cl)C(=O)NCCC1=CCCCC1` (stereo not given)?
Kir21 inh: -7*; CHT block: inactive

Results for Cc1cc(C(F)F)n2nc(C(=O)Nc3sc4c(c3C#N)CCC4)nc2n1 ?
Kir21 inh: 2.2; CHT block: inactive

Results for COc1cc(OC)c(S(=O)(=O)NC(C)C)cc1S(=O)(=O)NC(C)C ?
Kir21 inh: 0.25; CHT block: inactive

How did Cc1ccc(C2c3sc(=O)[nH]c3SC3C(=O)NC(=O)C32)cc1 (stereo not given) do in these assays?
Kir21 inh: 0.43; CHT block: inactive

How did FC(F)(F)c1cc(-c2ccco2)nc(NCc2ccco2)n1 do in these assays?
Kir21 inh: 3; CHT block: inactive

What do the screens show for `CC(C(=O)O)C1SC(=O)NC1=O` (stereo not given)?
Kir21 inh: 1.8; CHT block: inactive

What do the screens show for `O=C(N/N=C/c1cccnc1)c1ccc2ccccc2c1O`?
Kir21 inh: 0.36; CHT block: inactive

How did COC(=O)Nc1ccc2c(c1)N(C(=O)CCCl)c1ccccc1S2 do in these assays?
Kir21 inh: 0.19; CHT block: inactive

What do the screens show for `CC(/C=N/Nc1nncc(=O)[nH]1)=C\c1ccccc1`?
Kir21 inh: 1.1; CHT block: inactive

What do the screens show for `O=c1[nH]cnc2c1ncn2[C@H]1CC[C@@H](CO)O1`?
Kir21 inh: -0.21; CHT block: inactive

What do the screens show for `CCOc1ccc(-c2cc(C(=O)NCCCn3ccnc3)c3cc(Br)ccc3n2)cc1`?
Kir21 inh: 0.04; CHT block: inactive

Results for O=C(Cc1ccccc1)Nc1nnc(-c2ccco2)o1 ?
Kir21 inh: -0.7; CHT block: inactive

What do the screens show for `O=C(c1ccccc1)c1cc[n+]([O-])cc1`?
Kir21 inh: 1.4; CHT block: inactive

How did Cc1nn(CCCC(=O)NC(C)c2ccccc2)c(=O)c2nn(-c3ccccc3)c(C)c12 (stereo not given) do in these assays?
Kir21 inh: -0.09; CHT block: inactive

How did O=C(CC1SC(=Nc2ccccc2)N(Cc2ccccn2)C1=O)Nc1cccc(Cl)c1 (stereo not given) do in these assays?
Kir21 inh: -0.08; CHT block: inactive

How did Clc1ccccc1-c1nn2c(-c3ccccn3)nnc2s1 do in these assays?
Kir21 inh: -0.22; CHT block: inactive

How did COC(=O)c1ccc(/C=N/NC(=O)CC(=O)NC2CCCCC2)cc1 do in these assays?
Kir21 inh: 0.27; CHT block: inactive

How did Cc1cc(N2CCC(C(=O)NC3CCCCC3)CC2)nc(-c2ccccc2)n1 do in these assays?
Kir21 inh: 0.36; CHT block: inactive

At a glance, eleven of the compounds above:
What do the screens show for `O=C(N/N=C/c1cccnc1)c1ccc2ccccc2c1O`?
Kir21 inh: 0.36; CHT block: inactive

How did COC(=O)Nc1ccc2c(c1)N(C(=O)CCCl)c1ccccc1S2 do in these assays?
Kir21 inh: 0.19; CHT block: inactive

What do the screens show for `CC(/C=N/Nc1nncc(=O)[nH]1)=C\c1ccccc1`?
Kir21 inh: 1.1; CHT block: inactive

What do the screens show for `O=c1[nH]cnc2c1ncn2[C@H]1CC[C@@H](CO)O1`?
Kir21 inh: -0.21; CHT block: inactive

What do the screens show for `CCOc1ccc(-c2cc(C(=O)NCCCn3ccnc3)c3cc(Br)ccc3n2)cc1`?
Kir21 inh: 0.04; CHT block: inactive

Results for O=C(Cc1ccccc1)Nc1nnc(-c2ccco2)o1 ?
Kir21 inh: -0.7; CHT block: inactive

What do the screens show for `O=C(c1ccccc1)c1cc[n+]([O-])cc1`?
Kir21 inh: 1.4; CHT block: inactive

How did Cc1nn(CCCC(=O)NC(C)c2ccccc2)c(=O)c2nn(-c3ccccc3)c(C)c12 (stereo not given) do in these assays?
Kir21 inh: -0.09; CHT block: inactive

How did O=C(CC1SC(=Nc2ccccc2)N(Cc2ccccn2)C1=O)Nc1cccc(Cl)c1 (stereo not given) do in these assays?
Kir21 inh: -0.08; CHT block: inactive

How did Clc1ccccc1-c1nn2c(-c3ccccn3)nnc2s1 do in these assays?
Kir21 inh: -0.22; CHT block: inactive

How did COC(=O)c1ccc(/C=N/NC(=O)CC(=O)NC2CCCCC2)cc1 do in these assays?
Kir21 inh: 0.27; CHT block: inactive

More results follow.
How did O=C(NCc1ccccc1F)C1CCCN(S(=O)(=O)c2ccc(-n3cnnn3)cc2)C1 (stereo not given) do in these assays?
Kir21 inh: -0.64; CHT block: inactive

How did CCNC(=S)N/N=C/c1ccc(C(=O)O)cc1 do in these assays?
Kir21 inh: 1.3; CHT block: inactive

What do the screens show for `CCOC(=O)CC(NC(=O)C1c2ccccc2Oc2ccccc21)c1ccccc1Cl` (stereo not given)?
Kir21 inh: -0.05; CHT block: inactive

How did CN1c2ccccc2C(C)(C)C12C=Cc1cc(O)ccc1O2 (stereo not given) do in these assays?
Kir21 inh: -3; CHT block: inactive

How did COc1ccc(S(=O)(=O)N2CCN(C(=O)C3CCCCC3)CC2)cc1 do in these assays?
Kir21 inh: -0.75; CHT block: inactive

What do the screens show for `CS(=O)(=O)N1CCC(C(=O)Nc2ccc(F)cc2)CC1`?
Kir21 inh: -0.34; CHT block: inactive

What do the screens show for `CC(Oc1ccc2oc3ccccc3c2c1)C(=O)NC12CC3CC(CC(C3)C1)C2` (stereo not given)?
Kir21 inh: -0.03; CHT block: inactive

What do the screens show for `CN(C)C(=O)CSc1nnc(-c2cnccn2)n1C`?
Kir21 inh: 1.9; CHT block: inactive

How did O=C(Nc1cc2c(oc1=O)CCCC2=O)c1ccccc1 do in these assays?
Kir21 inh: 0.07; CHT block: inactive

Results for Cc1cc(/C=N/NC(=O)c2cccc(N(C)C)c2)c(C)n1-c1cc(C(=O)O)cc(C(=O)O)c1 ?
Kir21 inh: -0.97

What do the screens show for `CCOc1ccc2nc(NCCNC(=O)C3CC3)c(C)cc2c1`?
Kir21 inh: -1.5; CHT block: inactive

Results for Cc1ccccc1CS(=O)(=O)Cc1ccc(C(=O)NCCCN2CCOCC2)o1 ?
Kir21 inh: 0.08; CHT block: inactive

Results for CCOc1ccc(C(=O)Nc2ccc3c(c2)OCCO3)cc1OC ?
Kir21 inh: 1.1; CHT block: inactive

Results for Cc1ccc(C)c(C(=O)COC(=O)Cn2c(C)csc2=O)c1 ?
Kir21 inh: -0.93; CHT block: inactive

What do the screens show for `NC(=O)[C@H](Cc1cc2ccccc2s1)NC(=O)[C@@H]1CC2(CC(c3cccc(NC(=O)[C@@H]4CCC(=O)N4)c3)=NO2)CN1C(=O)/C=C/Sc1ccccc1` (stereo not given in full)?
Kir21 inh: 0.31; CHT block: inactive

Results for CCOc1ccccc1C1C(C#N)=C(N)Oc2cc(C)n(C)c(=O)c21 (stereo not given) ?
Kir21 inh: 0.21; CHT block: inactive

Results for Cc1ccc(/C(CSc2nccn2-c2ncc(C(F)(F)F)cc2Cl)=N\O)cc1 ?
Kir21 inh: -0.77; CHT block: inactive

What do the screens show for `CC(C)C(=O)Nc1ccc(NC(=O)c2cccnc2)cn1`?
Kir21 inh: 2.3; CHT block: inactive

How did C=C1C(C(=O)N2CCOCC2)C1C(=O)N1CCOCC1 (stereo not given) do in these assays?
Kir21 inh: -0.84; CHT block: inactive

What do the screens show for `COC(=O)c1cc(COc2ccc3c4c(c(=O)oc3c2)CCC4)c(C)o1`?
Kir21 inh: -0.55; CHT block: inactive

What do the screens show for `COc1cccc(NC(=O)COC(=O)/C=C/c2ccc(Cl)cc2Cl)c1`?
Kir21 inh: -0.37; CHT block: inactive

How did Cc1ccc(SCCC(=O)N2CCC(C(N)=O)CC2)cc1 do in these assays?
Kir21 inh: 1; CHT block: inactive

Results for Cc1cc(C)c(C)c(OC(=O)c2sc(Cl)nc2C)c1 ?
Kir21 inh: -1.7; CHT block: inactive

Results for COc1ccc(NC2CC(=O)N(c3cccc(C)c3)C2=O)cc1 (stereo not given) ?
Kir21 inh: 2; CHT block: inactive

Results for Cc1ccccc1C(=O)N/N=C1\SCC(=O)N1Cc1ccco1 ?
Kir21 inh: 2.1; CHT block: inactive

What do the screens show for `Cc1ccc(S(=O)(=O)N2CCN(C(=O)CCN3C(=O)c4ccccc4C3=O)CC2)cc1C`?
Kir21 inh: -1.3; CHT block: inactive

What do the screens show for `O=c1c2ccccc2nnn1CSc1nnc(-c2cccc(S(=O)(=O)N3CCCCC3)c2)o1`?
Kir21 inh: 0.56; CHT block: inactive

What do the screens show for `Cn1c(-c2cnn(-c3ccccc3)c2N)n[nH]c1=S`?
Kir21 inh: -0.22; CHT block: inactive

Results for Cc1ccc(SCC(=O)NC(=O)c2ccc(S(=O)(=O)N(C)C)cc2)cc1C ?
Kir21 inh: -1.4; CHT block: inactive

How did O=C(CCc1nc(-c2ccccc2F)no1)NC1CCN(Cc2ccccc2)CC1 do in these assays?
Kir21 inh: -2.7; CHT block: inactive

What do the screens show for `COc1ccc(N2CCN(C(=O)c3cc4c(s3)-c3ccccc3OC4)CC2)cc1`?
Kir21 inh: 0.47; CHT block: inactive

How did Cc1ccc(NC(=O)Nc2ccon2)cc1Cl do in these assays?
Kir21 inh: -1.8; CHT block: inactive

How did CCOC(=O)c1c[nH]c2c(C)ccc(Cl)c2c1=O do in these assays?
Kir21 inh: 0.77; CHT block: inactive

How did O=S(=O)(Nc1c(F)cccc1F)c1ccc(Cl)nc1 do in these assays?
Kir21 inh: 1.3; CHT block: inactive

Results for CCc1c(C(=O)NNC(=S)NCCc2ccccc2)csc1C ?
Kir21 inh: 1.9; CHT block: inactive

How did CCOC(=O)c1c(C)[nH]c(C(=O)COC(=O)C2=NNC(=O)CC2)c1C do in these assays?
Kir21 inh: -0.18; CHT block: inactive

Results for CCN1CCN(C(=O)Cn2nc(C)n3c(cc4c(OC)cccc43)c2=O)CC1 ?
Kir21 inh: 0.92; CHT block: inactive

What do the screens show for `Cc1c(C#N)c(N)nc2c3c(sc12)NC(=O)CC3c1ccccc1` (stereo not given)?
Kir21 inh: 0.39; CHT block: inactive

Results for CCCCc1ccc(NC(=S)NN2CCOCC2)cc1 ?
Kir21 inh: 1.2; CHT block: inactive
